# Compound activity: PubChem, several laboratories
# CHT allo act – allosteric activators of human choline transporter CHT; Q9GZV3; 310,000 compounds, 0.49% hits; B-score at 10 µM; CHT-expressing cells, membrane potential dye, choline EC20; hits give high values; LV-AA mutant CHT in HEK293 cells;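 active = initial fluorescence not abnormally high and integrated response B-score, plate-corrected, over 3 SD above library mean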
# Target sequence (Q9GZV3 whole entry, looked up): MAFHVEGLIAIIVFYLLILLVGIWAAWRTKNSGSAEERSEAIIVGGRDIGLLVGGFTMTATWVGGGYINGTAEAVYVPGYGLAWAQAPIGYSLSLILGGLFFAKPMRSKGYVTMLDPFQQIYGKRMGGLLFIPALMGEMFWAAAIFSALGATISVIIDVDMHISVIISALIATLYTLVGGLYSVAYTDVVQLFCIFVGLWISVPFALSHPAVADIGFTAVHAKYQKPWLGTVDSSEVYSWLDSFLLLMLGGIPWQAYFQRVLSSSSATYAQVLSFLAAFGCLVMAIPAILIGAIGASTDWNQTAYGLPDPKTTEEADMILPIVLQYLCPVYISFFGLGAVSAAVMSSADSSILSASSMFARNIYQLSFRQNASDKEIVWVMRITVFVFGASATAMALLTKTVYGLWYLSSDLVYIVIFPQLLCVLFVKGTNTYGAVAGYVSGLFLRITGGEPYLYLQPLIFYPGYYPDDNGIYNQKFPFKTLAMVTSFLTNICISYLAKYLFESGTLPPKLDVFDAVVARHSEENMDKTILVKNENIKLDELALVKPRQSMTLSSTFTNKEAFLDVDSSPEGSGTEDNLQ
# OX1R antag-1 – OX1R (human) antagonism | O43613 | OX1R-expressing cells, FRET antagonist read-out | inhibition, % at 6.6 µM | 330,000 compounds, 1.8% hits | AID 485270; in the data active = inhibition mostly above about 38%, no sharp cut-off; inactive = mostly below about 40%;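 note: 0% = agonist challenge alone and 100% = reference antagonist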
# Target sequence (O43613 whole entry, looked up): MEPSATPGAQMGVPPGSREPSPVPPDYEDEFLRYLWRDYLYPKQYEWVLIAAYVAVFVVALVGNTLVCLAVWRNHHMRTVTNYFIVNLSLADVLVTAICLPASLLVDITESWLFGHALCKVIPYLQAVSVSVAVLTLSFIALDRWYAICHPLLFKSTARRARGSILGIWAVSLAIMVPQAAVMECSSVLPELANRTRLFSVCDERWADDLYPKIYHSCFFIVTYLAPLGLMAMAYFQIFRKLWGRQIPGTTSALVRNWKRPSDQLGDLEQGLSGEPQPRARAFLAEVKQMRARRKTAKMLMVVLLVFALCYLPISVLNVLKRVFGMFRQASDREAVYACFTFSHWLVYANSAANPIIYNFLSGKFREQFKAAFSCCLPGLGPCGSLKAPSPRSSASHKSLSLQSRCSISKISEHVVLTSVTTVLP
# OX1R antag-2 – antagonists of human orexin 1 receptor. inhibition, % at 5 µM. 330,000 compounds, 0.43% hits. AID 434989. CHO/OX1R cells, Fluo-8 calcium fluorescence, orexin A;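 active = inhibition above its plate's threshold, mean inhibition of all tested compounds on the plate plus 3 SD, cut at about 37% in these data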;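 note: 0% = orexin A challenge wells and 100% = SB-334867-A antagonist wells; not every result past the cut was called active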
# The depositor's hits bear a star; i = inactive; . = not tested or not shown.
smiles	CHT allo act	OX1R antag-1	OX1R antag-2
O=C(Cc1ccc(F)cc1)NCCc1ccccc1	i	-1.3	-20.7
CC(C)Nc1nc(SCC(N)=O)nc(N2CCOCC2)n1	i	8.3	-3.5
O=C(COc1ccccc1)OCc1cc2ccccc2[nH]c1=O	i	-1.3	-4.6
CCc1nn(CC(=O)NCCc2ccc(S(N)(=O)=O)cc2)c(=O)c2cc3sccc3n12	i	-2.6	-13.8
Cc1ccccc1N(CC(=O)Nc1ccccc1C(=O)NCc1ccco1)S(=O)(=O)c1ccccc1	i	16.9	-11.8
O=C(OCc1nnc(-c2ccccc2)o1)c1cc(Cl)ccc1[N+](=O)[O-]	i	13.7	-41.9
CCC(C)(C)NC(=O)C(c1ccc(OC)cc1)N(C(=O)CCC(=O)Nc1cc(C)on1)c1cccc(OC)c1 (centres undefined)	i	1.1	-35.2
Cc1ccccc1OCC(=O)NCCNC(=O)c1cccnc1	i	19.4	-19.2
COc1ccccc1N=Nc1c(C)noc1C	i	1.5	-17.2
CN1C(=O)[C@H]2[C@@H](/C=C/c3ccccc3)N3C(=O)CN(Cc4ccc(-c5ccccc5)cc4)C(=O)[C@@]3(C)[C@H]2C1=O	.	-0.5	-41.2
CCN(CC)S(=O)(=O)c1cc(NC(=S)NC(=O)C2CCCC2)ccc1C	.	11.3	28.8
COC(=O)CNC(=O)c1ccccc1[N+](=O)[O-]	i	26.9	11.5
CN(C)/C=C1\C(=O)N(c2ccc(F)cc2F)C(c2cccnc2)S1(=O)=O (centres undefined)	i	-1.0	-10.2
CCOc1ccc(-n2ccnc2SCC(=O)Nc2cc(C)on2)cc1	i	24.4	-12.0
CCCCn1c(/N=C/c2ccccc2NS(=O)(=O)c2ccc(C)cc2)nc2ccccc21	i	2.5	0.7
CC(NC(=S)NC1CCCCC1)c1ccc(C(C)(C)C)cc1 (centres undefined)	i	16.9	19.3
CC(C)Cn1c(-c2ccco2)csc1=Nc1cccnc1	i	32.5	-23.8
Cc1cccc(-n2nc([N+](=O)[O-])c(=NC3CCN(Cc4ccccc4)CC3)n2O)c1	i	83.3*	-22.4
COc1cc(-n2nc(C)c3c2OC(N)=C(C#N)C3c2ccccc2)c(Cl)c(Br)c1O (centres undefined)	i	24.6	-7.6
COc1ccc(NC(=O)CN(C)S(=O)(=O)c2ccccc2)cc1	i	4.0	-7.4
O=C1c2ccccc2C(=O)C1Cc1cccc2ccccc12	i	9.4	-6.1
CCn1c(=N)c(S(=O)(=O)c2ccc(Cl)cc2)cc2c(=O)n3ccccc3nc21	i	9.9	-0.5
CC(C)C(NC(=O)c1ccccc1F)C(=O)Nc1ccc2c(c1)OCO2 (centres undefined)	i	13.8	-21.2
CCNC(=O)Cn1cnc2c1c(=O)n(C)c(=O)n2C	i	-8.4	-12.7
NS(=O)(=O)c1ccc(NC2=CC(c3ccc(F)cc3)N(c3ccc(S(N)(=O)=O)cc3)C2=O)cc1 (centres undefined)	i	8.7	-13.1
CCn1cc(-c2ccccc2)c(C(=O)O)c1-c1ccc(OC)cc1	i	36.9	-4.9
COC(=O)/C=C/S(=O)(=O)c1ccc(NC(C)=O)cc1	i	-1.5	6.9
CCC(=O)Nc1c(C(=O)Nc2ccc3c(c2)OCCO3)oc2ccccc12	i	19.2	-25.3
CCOC(=O)/C(C(=O)Nc1ccc(Br)cc1)=C1/NC(C)(C)Cc2ccccc21	i	22.3	9.9
COc1ccc(N(CC(=O)NCCC2=CCCCC2)S(=O)(=O)c2ccc(C)cc2)cc1OC	i	23.7	-29.6
S=C(NCCc1ccccc1)NC1CC1	i	6.2	5.7
Oc1ccc(Br)cc1/C=N/NC(=S)NCCc1ccccc1	i	17.4	6.9
CC(Oc1ccc(Cl)cc1)C(=O)Nc1ccc(S(=O)(=O)N2CCOCC2)cc1 (centres undefined)	i	-3.3	19.8
COc1ccc(N/C=C\C(=O)c2ccc(C)cc2)cc1OC	i	21.0	-45.5
O=C(Nc1nnc(SCc2ccccc2)s1)c1cccs1	i	47.6	-1.7
COc1ccc(C2c3c(oc4ccccc4c3=O)C(=O)N2CCN2CCOCC2)cc1OC (centres undefined)	i	22.9	-15.2
COCCCNC(=O)/C(C#N)=C/c1c(N2CCCCCC2)nc2ccccn2c1=O	i	19.6	-41.1
COc1cc(C2CC(=O)OC3=C2C(=O)CC(C)(C)C3)cc(OC)c1OC (centres undefined)	i	8.3	-10.3
CCCCn1c(CNC(=O)C23CC4CC(CC(C4)C2)C3)nnc1SC(C)CC (centres undefined)	i	27.2	-8.5
CC(C)[C@H](NC(=O)[C@@H]1CSC2c3ccccc3C(=O)N21)C(=O)NC1CCCC1 (some centres undefined)	i	5.8	-38.5
CC1CC(C)CN(C(=O)c2cc3c(s2)CCC3)C1 (centres undefined)	i	17.2	-17.9
NC(=O)C1CCN(C(=O)NC(=O)c2ccccc2)CC1	i	9.8	-9.1
COc1ccccc1NC(=O)c1ccc(-n2ccnc2)c([N+](=O)[O-])c1	i	28.4	-16.4
C=CC[C@@H](CC(=O)N[C@@H](CO)Cc1ccccc1)C(=O)NCCOC(=O)[C@@H](CC=C)Cc1ccc(F)cc1	.	6.5	21.6
CCOC(=O)CSc1ccc2nnc(CCNS(=O)(=O)c3ccc(C)cc3)n2n1	i	3.2	-24.1
Cc1ccc(C)c(S(=O)(=O)NCc2ccc(C(=O)NCc3ccccn3)cc2)c1	i	4.2	-14.7
C#CCOCCOCCOCCNc1nc(N2CCN(C(=O)CCCCCCCCCCNC(=O)[C@@H](CCSC)n3cc(CCO)nn3)CC2)nc(N2CCN(C(=O)CCCCCCCCCCNC(=O)[C@H](CCC(=O)O)n3cc(CCCCCN)nn3)CC2)n1	i	-1.2	-7.6
COc1nccc(NCc2ccccc2)c1C#N	i	11.2	-7.8
O=C(O)c1cc(-c2ccccc2)n[nH]1	i	12.3	-74.7
O=C(C1CCN(CCCc2ccccc2)CC1)N1CCCCC1	i	7.8	-24.7
COc1ncnc2c1oc1ccccc12	i	9.4	-11.7
CCOc1ccc(-c2cc(C(=O)N3CCCC3)c3ccccc3n2)cc1	i	6.0	-12.7
CCOC(=O)c1ccc(NCCc2ccc(OC)c(OC)c2)c(N)c1	i	20.9	-38.5
Cc1cc(N2CCN(C(=O)Nc3ccc(F)cc3F)CC2)c2ccccc2n1	6.57*	4.6	-26.9
CCN(CC)c1ccc(C=C2C(=O)OC3(CCCCC3)OC2=O)cc1	i	10.5	5.8
O=C(CNC(=O)c1cccc(-n2cnnn2)c1)Nc1ccc(F)c(F)c1	.	-0.2	-6.1
CC1CCN(S(=O)(=O)c2cc(C(=O)NC3(C)CCS(=O)(=O)C3)ccc2Br)CC1 (centres undefined)	.	2.8	-36.4
Cc1nc2ccccc2c2oc(C(=O)N3CCN(C(=O)c4ccco4)CC3)cc12	i	6.4	-16.7
O=c1[nH]c2ccc(NC(=S)NC3CCCCC3)cc2[nH]1	i	4.0	-0.6
Cc1ccc(-c2csc3nc[nH]c(=O)c23)c(C)c1	i	10.3	-8.9

# (next part)
smiles	CHT allo act	OX1R antag-1	OX1R antag-2
Nc1c(C(=O)N/N=C/c2cccnc2)oc2nc(-c3ccco3)cc(-c3ccco3)c12	i	8.0	-12.9
CNc1ccc(S(=O)(=O)NC)cc1[N+](=O)[O-]	i	64.0	-12.2
CC(C)OC(=O)c1c(NC(=O)CCn2nnc3ccccc32)sc2c1CCCC2	i	9.9	-37.5
CCn1c2ccccc2c2cc(NC(=O)c3ccc(C)c([N+](=O)[O-])c3)ccc21	i	77.5*	3.8
COc1cnc(-c2ccccn2)nc1Oc1ccc(Cl)c2ccccc12	i	-0.1	-41.0
COC(=O)c1ccc(CN2CCN(CCC(C)C)C(CCO)C2)cc1 (centres undefined)	i	7.7	-28.1
CC1=CC(C)(C)[N+](C)(C)c2ccccc21	i	12.6	-24.3
COc1ccc(C(=O)NCC(=O)OCC(=O)NC(=O)NC2CCCCC2)cc1OC	i	25.6	-13.5
O=C(CS(=O)(=O)c1ccc(Br)cc1)N1CCOCC1	i	3.3	-3.7
Cn1c(SCC(=O)N/N=C/C=C\c2ccccc2[N+](=O)[O-])nc2ccccc21	i	15.1	-18.4
O=CN(Cc1ccco1)C1(C(=O)NC2CCCCC2)CCCCC1	i	21.9	-18.4
COc1ccc(/C=N/OCC(=O)Nn2c(C)nc3ccccc3c2=O)cc1	i	0.8	-9.5
CC(=O)NC1(C(F)(F)F)NC(=O)N(CC(C)C)C1=O (centres undefined)	i	3.9	-11.1
O=C(/C=C/c1c(Cl)cccc1Cl)n1cccn1	i	9.5	5.5
CC1CCN(c2cc(N3CCC(C)CC3)c([N+](=O)[O-])cc2/C=C(\C#N)c2nn(-c3ccccc3)c(N)c2C#N)CC1	i	10.4	-13.8
COC(=O)[C@H](CC(C)C)NS(=O)(=O)N[C@@H](CC(C)C)C(=O)OC	.	11.2	-16.6
CCn1cc(/C=N/NC(=O)c2ccc3c(c2)OCO3)cn1	i	-5.5	-0.2
CC1CCN(C(=O)COC(=O)c2ccc3ccccc3n2)CC1	.	3.1	-17.4
CC1CC(C)CN(C(=O)CNS(=O)(=O)c2cccs2)C1 (centres undefined)	i	16.8	-6.9
O=C(NC(CC(=O)N1CCN(c2ccc([N+](=O)[O-])cc2)CC1)c1ccccc1)c1ccccc1Cl (centres undefined)	i	9.5	-15.4

# An excerpt of these results, with values under each structure:
# Each structure is followed by: CHT allo act	OX1R antag-1	OX1R antag-2
- CCOc1ccc(-c2cc(C(=O)N3CCCC3)c3ccccc3n2)cc1
  i	6.0	-12.7
- CCOC(=O)c1ccc(NCCc2ccc(OC)c(OC)c2)c(N)c1
  i	20.9	-38.5
- Cc1cc(N2CCN(C(=O)Nc3ccc(F)cc3F)CC2)c2ccccc2n1
  6.57*	4.6	-26.9
- CCN(CC)c1ccc(C=C2C(=O)OC3(CCCCC3)OC2=O)cc1
  i	10.5	5.8
- O=C(CNC(=O)c1cccc(-n2cnnn2)c1)Nc1ccc(F)c(F)c1
  .	-0.2	-6.1
- CC1CCN(S(=O)(=O)c2cc(C(=O)NC3(C)CCS(=O)(=O)C3)ccc2Br)CC1 (centres undefined)
  .	2.8	-36.4
- Cc1nc2ccccc2c2oc(C(=O)N3CCN(C(=O)c4ccco4)CC3)cc12
  i	6.4	-16.7
- O=c1[nH]c2ccc(NC(=S)NC3CCCCC3)cc2[nH]1
  i	4.0	-0.6
- Cc1ccc(-c2csc3nc[nH]c(=O)c23)c(C)c1
  i	10.3	-8.9
- Nc1c(C(=O)N/N=C/c2cccnc2)oc2nc(-c3ccco3)cc(-c3ccco3)c12
  i	8.0	-12.9
- CNc1ccc(S(=O)(=O)NC)cc1[N+](=O)[O-]
  i	64.0	-12.2
- CC(C)OC(=O)c1c(NC(=O)CCn2nnc3ccccc32)sc2c1CCCC2
  i	9.9	-37.5
- CCn1c2ccccc2c2cc(NC(=O)c3ccc(C)c([N+](=O)[O-])c3)ccc21
  i	77.5*	3.8
- COc1cnc(-c2ccccn2)nc1Oc1ccc(Cl)c2ccccc12
  i	-0.1	-41.0
- COC(=O)c1ccc(CN2CCN(CCC(C)C)C(CCO)C2)cc1 (centres undefined)
  i	7.7	-28.1
- CC1=CC(C)(C)[N+](C)(C)c2ccccc21
  i	12.6	-24.3
- COc1ccc(C(=O)NCC(=O)OCC(=O)NC(=O)NC2CCCCC2)cc1OC
  i	25.6	-13.5
- O=C(CS(=O)(=O)c1ccc(Br)cc1)N1CCOCC1
  i	3.3	-3.7
- Cn1c(SCC(=O)N/N=C/C=C\c2ccccc2[N+](=O)[O-])nc2ccccc21
  i	15.1	-18.4
- O=CN(Cc1ccco1)C1(C(=O)NC2CCCCC2)CCCCC1
  i	21.9	-18.4
- COc1ccc(/C=N/OCC(=O)Nn2c(C)nc3ccccc3c2=O)cc1
  i	0.8	-9.5
- CC(=O)NC1(C(F)(F)F)NC(=O)N(CC(C)C)C1=O (centres undefined)
  i	3.9	-11.1

# New compounds follow.
smiles	CHT allo act	OX1R antag-1	OX1R antag-2
C=C1/C(=C\C=C2/CCC[C@]3(C)[C@@H]([C@H](C)/C=C/[C@@H](O)C4CC4)CC[C@@H]23)C[C@@H](O)C[C@@H]1O	i	18.3	-8.0
CCCCN(CCCNc1ncnc2nc[nH]c12)c1ccccc1	i	28.9	-2.3
CCN(CC)S(=O)(=O)c1ccc(S(=O)(=O)Nc2cc3c(cc2C(C)=O)OCO3)cc1	i	20.1	-3.8
COc1cccc(CNCCN2CCOCC2)c1OC	i	11.5	-8.8
N/C(=N\OC(=O)c1cccc(Br)c1)c1ccc(Br)cc1	i	6.4	-16.2
Cc1c(S(=O)(=O)N2CCOCC2)c(=O)n(C)c(=O)n1C	i	-9.5	-4.1
COc1cc(O)c2c(c1)OC(C)(C)CC2=O	i	4.3	2.3
CCCn1nc2cc(C(=O)N(CC)c3ccc(OC)cc3)ccc2c1OCC	i	16.1	-16.3
O=C1CC(C(=O)N2CCOCC2)C2(CCCC2)O1 (centres undefined)	i	16.0	-4.9
COCCCNC(=O)C[C@H]1C[C@H](C(=O)N2CCCCC2)[C@@]2(CCc3ccccc3)c3[nH]c4cc(-c5ccco5)ccc4c3CCN2C1=O	.	-1.7	0.3
